GPR151 activ: activates the human receptor GPR151 | activation, % at 11.2 µM | 650,000 tested, 1% active | PathHunter beta-arrestin GPR151 cells, luminescence | Q8TDV0; in the data active = activation above about 4.9%;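 note: 0% = median of compound wells and 100% = cells with positive control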
Target sequence (Q8TDV0 whole entry, looked up): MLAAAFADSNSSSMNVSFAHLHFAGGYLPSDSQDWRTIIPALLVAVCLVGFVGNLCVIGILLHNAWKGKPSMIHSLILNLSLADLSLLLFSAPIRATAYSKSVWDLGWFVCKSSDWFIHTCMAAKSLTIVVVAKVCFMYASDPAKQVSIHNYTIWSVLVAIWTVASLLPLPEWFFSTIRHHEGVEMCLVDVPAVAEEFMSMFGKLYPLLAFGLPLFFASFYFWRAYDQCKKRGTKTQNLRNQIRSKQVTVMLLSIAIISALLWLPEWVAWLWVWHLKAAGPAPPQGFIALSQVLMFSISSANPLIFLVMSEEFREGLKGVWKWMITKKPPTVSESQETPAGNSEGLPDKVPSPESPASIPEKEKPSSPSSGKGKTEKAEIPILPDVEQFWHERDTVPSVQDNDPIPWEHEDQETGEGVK
MITF inh: human MITF inhibition, primary screen; O75030; AID 1259374; inhibition, % at 2.6 µM; 650,000 tested, 0.91% active; AlphaScreen MITF homodimerization, bead proximity signal; in the data active = inhibition above about 50%;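 note: 0% = vehicle wells with protein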
Target sequence (O75030 whole entry, looked up): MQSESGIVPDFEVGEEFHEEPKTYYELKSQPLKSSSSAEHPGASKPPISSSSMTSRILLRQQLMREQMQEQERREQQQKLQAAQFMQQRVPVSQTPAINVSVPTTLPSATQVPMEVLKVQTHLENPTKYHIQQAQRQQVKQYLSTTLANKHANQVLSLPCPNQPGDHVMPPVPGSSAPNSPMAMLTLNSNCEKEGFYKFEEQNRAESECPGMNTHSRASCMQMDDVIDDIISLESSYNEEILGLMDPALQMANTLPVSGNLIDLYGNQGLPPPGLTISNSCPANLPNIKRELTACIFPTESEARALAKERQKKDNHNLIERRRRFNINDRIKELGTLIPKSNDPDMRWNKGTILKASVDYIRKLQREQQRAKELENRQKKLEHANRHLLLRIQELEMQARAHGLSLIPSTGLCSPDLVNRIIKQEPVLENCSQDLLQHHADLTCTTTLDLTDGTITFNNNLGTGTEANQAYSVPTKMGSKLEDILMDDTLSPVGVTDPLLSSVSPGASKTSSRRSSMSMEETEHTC
FBW7 act: activators of human E3 ligase FBW7; Q969H0; AlphaScreen FBW7–phospho-cyclin E peptide binding, activator screen; normalized activity (activation), % at 26.1 µM; 650,000 tested, 0.13% active; AID 1259310; in the data active = normalized activity above about 1.9%;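 note: purified mutant Fbw7 with reduced substrate affinity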
TEAD-YAP inh: TEAD-YAP interaction inhibition; HEK-TIYL cells, TEAD-Gal4/YAP UAS-luciferase luminescence; inhibition, % at 9.12 µM; 640,000 tested, 1.4% active; AID 1259422; in the data active = inhibition above about 32%;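 note: 0% = median of test compound wells and 100% = reference inhibitor wells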
* = called active by the depositor.

SMILES | GPR151 activ | MITF inh | FBW7 act | TEAD-YAP inh
CCOC(=O)C1CCCN(C(=O)Cn2cnc3sc4c(c3c2=O)CCCC4)C1 (centres undefined) | -0.1 | 20 | 0.0 | 5
CCOC(=O)c1sc2nc(SCc3cccc(Cl)c3)n(CCc3ccccc3)c(=O)c2c1C | -1.1 | -8 | -0.1 | -7
CCOC(=O)C1CCCN(C(=O)c2ccc([N+](=O)[O-])cc2)C1 (centres undefined) | 1.2 | -7 | 0.1 | -2
c1nc(NCCCN2CCCCC2)c2[nH]cnc2n1 | 1.5 | -62 | 0.9 | 12
COc1cccc(CNC(=O)CCC2CCCN(Cc3c(C)nn(C)c3Cl)C2)c1 (centres undefined) | 0.0 | 0 | -0.1 | 8
NC(=O)CSc1nnc2c(n1)[nH]c1ccc(F)cc12 | -0.5 | -5 | -0.2 | -5
Cc1ccn2cc(CCNS(=O)(=O)c3ccc([N+](=O)[O-])cc3)nc2c1 | 2.2 | 11 | 0.1 | 7
COc1ccc2nc(NC3=NC(c4ccccc4)CC=N3)nc(C)c2c1 (centres undefined) | 0.4 | -12 | -0.2 | 11
C=CCNC(=O)COc1ccccc1Br | -1.2 | 4 | 0.0 | 0
CCn1c2ccccc2n2c(=O)n(CC(=O)N(C(C)C)C(C)C)nc12 | -0.1 | 0 | 0.0 | 0
O=C1CN(C(=O)COC(=O)C2CC(=O)N(Cc3ccccc3)C2)c2ccccc2N1 (centres undefined) | -1.9 | 17 | 0.5 | -3
Cc1cccc(NC(=O)C2CC2c2ccccc2)c1 (centres undefined) | 0.9 | -1 | 0.0 | -12

The final four compounds of the part before come first, to join the parts:
SMILES | GPR151 activ | MITF inh | FBW7 act | TEAD-YAP inh
C=CCNC(=O)COc1ccccc1Br | -1.2 | 4 | 0.0 | 0
CCn1c2ccccc2n2c(=O)n(CC(=O)N(C(C)C)C(C)C)nc12 | -0.1 | 0 | 0.0 | 0
O=C1CN(C(=O)COC(=O)C2CC(=O)N(Cc3ccccc3)C2)c2ccccc2N1 (centres undefined) | -1.9 | 17 | 0.5 | -3
Cc1cccc(NC(=O)C2CC2c2ccccc2)c1 (centres undefined) | 0.9 | -1 | 0.0 | -12
CC(=O)OCCn1c(C)[n+](CCOC(C)=O)c2cc(Cl)c(Cl)cc21 | -0.2 | 13 | -0.4 | 7
CCCN(CCC)S(=O)(=O)c1cc(OC)c(Cl)cc1OC | -1.4 | 1 | 0.9 | 7
CCNC(=O)N1c2ccc(CC)cc2C(C)=CC1(C)C | 0.3 | -1 | 0.2 | -3
CC(C(=O)N1CCC2(CC1)NC(=O)c1cccnc1N2C)n1nnc2ccccc21 (centres undefined) | -0.6 | 16 | 0.3 | -14
CC(C)N(CCNC(=O)c1cnc(N2CCN(c3ccccn3)CC2)s1)C(C)C | -1.5 | 13 | 0.3 | -2
O=C1NC(=S)NC(=O)C1=Cc1ccc(OCc2ccccc2Cl)cc1 | -2.9 | -3 | 0.5 | -4
CC(C)(C)c1ccc(S(=O)c2sc3nc(-c4cccs4)cc(-c4ccccc4)c3c2N)cc1 (centres undefined) | -0.3 | -3 | -0.1 | 5
CC(Cc1ccco1)NS(=O)(=O)Cc1ccc(F)cc1 (centres undefined) | -1.2 | 6 | -0.1 | 9
CCC(C)(C)c1ccc(OCC(=O)Nc2ccncc2)cc1 | 1.5 | 14 | 0.1 | 2
Cc1ccc(Cl)cc1NC(=O)CSc1nc2ccc(N)cc2s1 | 1.7 | 5 | -0.1 | 13
Cc1cc(C)c(NC(=O)COC(=O)C(O)c2ccccc2)c(C)c1 (centres undefined) | 0.9 | 9 | 1.0 | -2
O=C(Nc1nnc(-c2cccnc2)s1)c1ccc(Cl)cc1Cl | 0.4 | -3 | -0.1 | 13

Entries from the list above that contain an NH in an aromatic ring (two):
SMILES | GPR151 activ | MITF inh | FBW7 act | TEAD-YAP inh
c1nc(NCCCN2CCCCC2)c2[nH]cnc2n1 | 1.5 | -62 | 0.9 | 12
NC(=O)CSc1nnc2c(n1)[nH]c1ccc(F)cc12 | -0.5 | -5 | -0.2 | -5

Further structures
SMILES | GPR151 activ | MITF inh | FBW7 act | TEAD-YAP inh
COc1ccccc1N1C(=O)C2C3CC4C5(C)CCCC(C)(C(=O)O)C5CCC4(C=C3C(C)C)C2C1=O (centres undefined) | 0.4 | -9 | 0.6 | -8
Cc1cc(N(C)C)nc(NCCNC(=O)C(C)(C)Oc2ccc(Cl)cc2)n1 | -1.7 | 9 | 0.5 | 32*
COc1ccc(Cl)cc1NC(=S)NNC(=O)c1ccc(Br)o1 | 1.4 | 6 | -0.2 | -3
C=CCNC(=O)CSc1nnc2c(n1)[nH]c1ccc(C(C)C)cc12 | 0.0 | -3 | 0.0 | -12
S=c1sc2c(N3CCCCCC3)ncnc2n1-c1ccccc1 | 0.2 | 11 | 0.1 | 2
CN1CCN(NC(=O)COc2ccc(C(C)(C)C)cc2Br)CC1 | -1.3 | 4 | 0.5 | 7
C/C(CC(=O)Nc1ccc(N(C)C)cc1)=N\NC(=O)c1ccc(C)cc1 | 2.5 | 0 | 0.0 | -38
CCCOC(=O)Cn1cnc2scc(-c3ccc(Cl)cc3)c2c1=O | -0.8 | -6 | -0.1 | -1
CS(=O)(=O)Nc1cccc(C(=O)OCCCOc2ccc(F)cc2)c1 | 2.0 | -5 | -0.1 | -4
COC(=O)Oc1c(Br)cc2sc(=O)oc2c1Br | -0.1 | 5 | 0.0 | -2
O=c1c2ccccc2cnn1-c1ccc(Cl)nn1 | 3.6 | 0 | 0.0 | 0
Cc1[nH]nc2c1C(c1ccc(OC(C)C)cc1)C(C#N)=C(N)O2 (centres undefined) | 0.0 | -1 | 0.0 | -8
O=C(Cn1cnc2ccccc2c1=O)Oc1cccc(NC2=NS(=O)(=O)c3ccccc32)c1 | -0.9 | -3 | 0.1 | -1
Cc1ccc(C(=O)CCc2ccc(N)cc2)cc1 | 1.4 | -3 | -0.1 | -38
CCCCCCn1c(SCC(N)=O)nc2c1c(=O)[nH]c(=O)n2C | 1.5 | 10 | 0.1 | 7
CS(=O)(=O)C1Cc2ccccc2CN1C(=O)Nc1ccc([N+](=O)[O-])cc1 (centres undefined) | 0.3 | 5 | -0.1 | 4
Cc1c(NC(=O)c2cc(-c3cccc(Br)c3)nc3ccccc23)c(=O)n(-c2ccccc2)n1C | -0.2 | 1 | 0.8 | 10
CCOc1ccc(C2C(C(N)=O)=C(C)Nc3nc(-c4ccc(OC)cc4)nn32)cc1 (centres undefined) | 1.1 | -13 | 0.0 | 0
Cc1ccc(S(=O)(=O)N2CCCC2CNC(=O)C(=O)Nc2cccc(F)c2)cc1 (centres undefined) | 0.8 | -7 | 0.1 | -12
O=C(NC1CCCCC1)c1ccc2nc3ccc(Cl)cc3c(=O)n2c1 | -1.1 | 10 | 1.0 | -4
OCc1nnn(-c2ccc(Cl)c(Cl)c2)c1CO | -2.6 | -11 | 0.6 | -1
Cn1ccnc1C(NC(=O)C1CC1)c1ccc(F)c(F)c1 (centres undefined) | -0.3 | -8 | 0.1 | 0
CCOc1ccc(NC(=O)c2cnn(-c3ccccc3)c2NC(=O)c2ccccc2F)cc1 | -0.8 | -1 | -0.2 | -7
Cc1nn(-c2cccc(Cl)c2)c2c1C(c1ccncc1)C(C#N)=C(N)O2 (centres undefined) | -1.3 | 4 | -0.5 | 1
O=C(O)C1CCC(CN(Cc2ccc(F)cc2)S(=O)(=O)c2ccc(Br)cc2)CC1 (centres undefined) | -1.7 | 21 | 0.1 | -2
CCOc1ccc(NC(=O)CSc2nnc(NC(=O)c3cccc(C)c3)s2)cc1 | -2.3 | 13 | -0.1 | 7
COc1ccc(-c2nc3ccccc3c(=O)n2NC(=O)c2ccccc2[N+](=O)[O-])cc1OC | 0.2 | 5 | 0.3 | 7
CC1CC(C)CN(S(=O)(=O)c2ccc(C(=O)Nc3c(C(N)=O)oc4ccccc34)cc2)C1 (centres undefined) | 1.2 | -20 | 0.1 | 0
O=C(NCCC1CCCCN1S(=O)(=O)c1cccs1)C(=O)NCc1ccco1 (centres undefined) | -0.8 | 17 | 0.2 | 1
O=C1CCC(CCNCc2ccccn2)N1Cc1cccc(F)c1 (centres undefined) | 0.5 | 3 | -0.6 | 6
CN(C)c1ccc(/C=N/NC(=O)CCOc2cccc(Br)c2)cc1 | -0.6 | -11 | 0.0 | -2
CCOC(=O)c1cc(Cc2ccccc2)sc1NC(=S)NNC(=O)c1cccnc1 | -1.5 | 23 | 0.3 | 10
O=C(CN1C(=O)N(c2ccccc2)S(=O)(=O)c2ccccc21)Nc1ccccc1 | 2.3 | -9 | 0.2 | 1
COCCNC(=O)CCC1CCN(Cc2cccc(C(F)(F)F)c2)CC1 | -0.2 | 13 | 0.6 | -1
COc1ccc(CC(C)NN2CCN(C)CC2)cc1 (centres undefined) | -0.9 | 29 | 0.7 | 8
CCCNC1C2CC3CC(C2)CC1C3 (centres undefined) | -2.5 | 16 | 0.2 | 4

A second format for 2 compounds above.
| SMILES | GPR151 activ | MITF inh | FBW7 act | TEAD-YAP inh |
| --- | --- | --- | --- | --- |
| CCOc1ccc(NC(=O)CSc2nnc(NC(=O)c3cccc(C)c3)s2)cc1 | -2.3 | 13 | -0.1 | 7 |
| COc1ccc(-c2nc3ccccc3c(=O)n2NC(=O)c2ccccc2[N+](=O)[O-])cc1OC | 0.2 | 5 | 0.3 | 7 |

(cont.)
SMILES | GPR151 activ | MITF inh | FBW7 act | TEAD-YAP inh
COc1ccc(OC)c(S(=O)(=O)NCCc2csc(-c3cccnc3)n2)c1 | 4.3 | 7 | 0.1 | -5
COc1ccc(C2=NN(C(=O)CSc3nnc(CNC(=O)c4ccco4)n3-c3ccccc3)C(c3ccc(F)cc3)C2)cc1 (centres undefined) | 0.4 | 7 | -0.1 | 2
CC(C)CC(NS(=O)(=O)c1c(Cl)cccc1Cl)C(=O)O (centres undefined) | -2.2 | -2 | 0.0 | -7
CCn1c(SC)nc2sc3c(c2c1=O)CCc1ccccc1-3 | 1.9 | -3 | -0.1 | -1
CC1CCCN(C(=O)C2(S(=O)(=O)c3ccc(Cl)cc3)CC2)C1 (centres undefined) | -1.6 | 7 | 0.2 | 6
CCOC(=O)c1ccc(NC(=O)c2ccc([N+](=O)[O-])cc2[N+](=O)[O-])cc1 | 0.5 | -2 | -0.1 | -1
COc1ccc(OC)c(/C=C2/NC(=O)N(Cc3ccc(Br)cc3)C2=O)c1 | 2.0 | -4 | 0.1 | 3
COc1ccc(OCC(=O)NCc2nc(-c3ccc(OC)cc3)no2)cc1 | 1.4 | -4 | -0.4 | -4
CCCc1cc(NCCc2ccccc2)n2c(nc3ccccc32)c1C#N | -0.3 | 2 | 0.0 | 3
COc1cc(/C=C/C(=O)OCC(=O)N2CCN(C(=O)c3ccco3)CC2)ccc1O | 2.4 | -13 | -0.1 | 10
O=C1CCCN1CCCNc1nc(Nc2cnccn2)nc2c1ncn2-c1ccccc1 | -0.8 | -2 | 0.0 | 46*
CCOC(=O)c1cc(-c2cccnc2)nc2c1c(=O)[nH]c(=O)n2Cc1ccccc1 | 0.4 | 8 | 0.1 | -11

Retrieved by compound from above (two):
SMILES | GPR151 activ | MITF inh | FBW7 act | TEAD-YAP inh
COc1ccc(OCC(=O)NCc2nc(-c3ccc(OC)cc3)no2)cc1 | 1.4 | -4 | -0.4 | -4
COc1ccc(OC)c(/C=C2/NC(=O)N(Cc3ccc(Br)cc3)C2=O)c1 | 2.0 | -4 | 0.1 | 3

Continued.
SMILES | GPR151 activ | MITF inh | FBW7 act | TEAD-YAP inh
COC(=O)c1ccccc1NC(=O)c1ccc(OC)c([N+](=O)[O-])c1 | -1.3 | 19 | 0.1 | -1
Cc1cc(C)cc(OCC(=O)N/N=C/c2ccncc2)c1 | 0.7 | 6 | 0.2 | 7
O=C(Cc1ccc(Cl)cc1)Oc1coc(CSc2ncccn2)cc1=O | -1.1 | 8 | -0.1 | 5
CC1CCCC(OC(=O)CCC(=O)Nc2ccc(NC(=O)CCC(=O)OC3CCCC(C)C3)cc2)C1 (centres undefined) | -0.4 | 25 | -0.5 | -3
CC1CN(CCOc2cccc(C(F)(F)F)c2)CC(C)O1 (centres undefined) | -1.4 | 39 | 0.8 | -7

Bioassay records (PubChem)
